# Bim-Bfl-1 – human Bim-Bfl-1 interaction inhibition; Q16548; Bead-based flow cytometry, Bim-Bfl-1 binding inhibition; inhibition, % at 10 µM; 190,000 tested, 0.12% active;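 note: 0% = wells without compound plus tracer and 100% = blocker peptide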
# Rab7 wt modul – alters GTP binding to wildtype dog Rab7; GST-Rab7 beads, fluorescent GTP binding, flow cytometry; actives lie on both sides; untreated = 100%, excess cold GTP = 0%; GTP binding activity (percent of control), % at 10 µM; 190,000 tested, 0.055% active; AID 758;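 active = fluorescent GTP binding to Rab7 beads changed by at least 20 points from the 100% baseline, either direction, mostly lower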;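 note: median green fluorescence of bound Bodipy-FL-GTP per Rab7 bead population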
# Bim-Bcl-XL – human Bim-Bcl-XL interaction inhibition. Bim peptide-Bcl-XL binding, bead flow cytometry, fluorescence. inhibition, % at 10 µM. 190,000 tested, 0.04% active. AID 1007
# Target sequence (Q07817 whole entry, looked up): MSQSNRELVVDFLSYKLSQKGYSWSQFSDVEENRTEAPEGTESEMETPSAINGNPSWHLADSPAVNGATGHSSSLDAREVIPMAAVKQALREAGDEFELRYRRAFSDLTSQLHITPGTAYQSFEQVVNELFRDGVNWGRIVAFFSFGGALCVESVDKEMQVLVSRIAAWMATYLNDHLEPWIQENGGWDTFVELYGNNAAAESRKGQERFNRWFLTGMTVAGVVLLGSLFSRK
# HRas wt GTP bind – human HRas wildtype GTP binding, change in either direction. 190,000 tested, 0.14% active. GTP binding activity, % at 10 µM. AID 759. P01112. GST-Ras wt beads, Bodipy-FL-GTP binding, flow cytometry; actives lie on both sides;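 active = GTP binding activity at least 20% away from the 100% baseline, either lowered as inhibitor or raised as activator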;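 note: 0% = unlabeled GTP competition control and 100% = no-compound control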
# Target sequence (P01112 whole entry, looked up): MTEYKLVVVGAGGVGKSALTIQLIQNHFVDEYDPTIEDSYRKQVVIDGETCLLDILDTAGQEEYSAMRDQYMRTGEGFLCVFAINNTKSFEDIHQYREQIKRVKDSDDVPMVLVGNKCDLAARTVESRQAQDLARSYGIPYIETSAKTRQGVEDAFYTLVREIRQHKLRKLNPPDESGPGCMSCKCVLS
# Cdc42 wt GTP – human Cdc42 wildtype GTP binding change, either direction; P60953; GST-Cdc42 beads, Bodipy-GTP binding, flow cytometry; actives lie on both sides; percent activity (GTP binding), % at 10 µM; 190,000 tested, 0.2% active; AID 761;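 active = percent activity GTP binding at least 20 points away from the 100% baseline, either down as inhibitor or up as activator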;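 note: median bead fluorescence of bound Bodipy-FL-GTP at 100 nM; 0% = excess unlabeled GTP control and 100% = no compound control; below 100% means less GTP binding so inhibitor and above means activator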
# Target sequence (P60953 whole entry, looked up): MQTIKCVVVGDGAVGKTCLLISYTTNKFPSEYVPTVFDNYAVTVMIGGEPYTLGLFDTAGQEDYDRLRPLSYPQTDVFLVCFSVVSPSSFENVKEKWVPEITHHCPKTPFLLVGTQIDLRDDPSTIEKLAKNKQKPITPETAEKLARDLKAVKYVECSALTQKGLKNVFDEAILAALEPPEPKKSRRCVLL
# Bcl-W Bim block – human Bim-Bcl-W interaction inhibition; Q92843; bead-based flow cytometry, Bim peptide-Bcl-W binding; inhibition, % at 10 µM; 190,000 tested, 0.02% active;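 note: 0% = bound tracer without compound and 100% = peptide blocker; higher means less fluorescent Bim peptide bound to Bcl-W beads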
# Target sequence (Q92843 whole entry, looked up): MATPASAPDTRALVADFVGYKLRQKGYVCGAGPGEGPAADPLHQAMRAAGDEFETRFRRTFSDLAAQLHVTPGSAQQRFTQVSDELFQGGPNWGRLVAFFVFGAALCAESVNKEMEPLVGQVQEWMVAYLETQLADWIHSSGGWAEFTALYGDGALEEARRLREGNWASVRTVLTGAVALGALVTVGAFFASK
# Bcl-B Bim block – inhibitors of Bim-Bcl-B interaction, human. inhibition, % at 10 µM. 190,000 tested, 0.073% active. bead-based flow cytometry, Bim peptide-Bcl-B binding. AID 951;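 note: 0% = tracer peptide without compound and 100% = reference inhibitor peptide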
# Target sequence (Q9HD36 whole entry, looked up): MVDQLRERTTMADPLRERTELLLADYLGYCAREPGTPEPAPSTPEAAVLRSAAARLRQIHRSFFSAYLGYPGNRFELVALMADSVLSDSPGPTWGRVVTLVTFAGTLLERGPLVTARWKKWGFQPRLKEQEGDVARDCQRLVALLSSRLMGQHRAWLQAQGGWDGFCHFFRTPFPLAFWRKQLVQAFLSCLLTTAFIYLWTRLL
# Rac1 wt GTP bind – human Rac1 wildtype GTP binding, inhibitors and activators. 190,000 tested, 0.27% active. GST-Rac1 beads, fluorescent GTP binding, flow cytometry; actives lie on both sides; 0 = cold GTP competed, 100 = untreated. P63000. GTP binding activity (% of control), % at 10 µM. AID 757;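 active = GTP binding activity at least 20 points away from the 100% control level, either lower or higher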
# Rac1 mut GTP – human Rac1 activated mutant GTP binding change; P63000; GST-Rac1 activated beads, fluorescent GTP binding, flow cytometry; actives lie on both sides; 100% means binding = to untreated wells; percent activity (GTP binding), % at 10 µM; 190,000 tested, 0.11% active;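 active = GTP binding at least 20 percentage points away from the 100% baseline, in either direction, so actives lie on both sides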
# Bim-Bcl-2 – disrupts Bim peptide binding to human Bcl-2 | 190,000 tested, 0.06% active | inhibition, % at 10 µM | Bead-based flow cytometry, Bim peptide-Bcl-2 binding | AID 950 | P10415; in the data active = inhibition above about 40%;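 note: 0% = no compound wells with probe peptide and 100% = reference peptide inhibitor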
# Rab2A wt mod – changes GTP binding to wildtype dog Rab2A, up or down; GTP binding activity, % at 10 µM; 190,000 tested, 0.19% active; P61105; GST-Rab2 wt beads, Bodipy-GTP binding, flow cytometry;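 active = GTP binding activity at least 20 points away from 100%, either lowered or raised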;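 note: 0% = beads with excess unlabeled GTP and 100% = no-compound control corrected for plate trend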
# Numbers without * were called inactive. Cut-off read from the data, not from the text of the source, unless noted: active = inhibition above about 40%. Rows are unselected; any-hit rate near 0.62%.
SMILES,Bim-Bfl-1,Rab7 wt modul,Bim-Bcl-XL,HRas wt GTP bind,Cdc42 wt GTP,Bcl-W Bim block,Bcl-B Bim block,Rac1 wt GTP bind,Rac1 mut GTP,Bim-Bcl-2,Rab2A wt mod
Cc1c(NC(=O)COC(=O)C23CC4CC(CC(Br)(C4)C2)C3)c(=O)n(-c2ccccc2)n1C,-8,104,-1,99,97,-1,-3,97,95,-2,98
CSC1=NCCN1S(=O)(=O)c1ccc2ccccc2c1,-5,106,-2,101,100,-2,-4,101,96,-5,100
Cc1ccc(Nc2cc(C)nc3c(C)ccc([N+](=O)[O-])c23)cc1,-17,95,-6,95,93,0,-5,97,95,-7,92
O=C(c1ccccc1F)N(Cc1cccnc1)Cc1cc2cc3c(cc2[nH]c1=O)OCCO3,-1,96,1,99,97,0,-4,101,96,3,98
Cc1cc(C(=O)Nc2cccc(C(=O)O)c2)c(C)o1,0,93,-1,98,97,0,0,93,95,-4,97
COc1ccc(CCNC(=O)c2c(N)no[n+]2[O-])cc1OC,-6,106,-1,105,98,-1,-5,103,97,-2,101
Cc1ccc2occ(/C=N/O)c(=O)c2c1,0,107,-1,106,109,-3,-2,105,99,-3,103
CCCCC(=O)Nc1cc(OC)c(NC(=O)C2CCCCC2)cc1OC,-8,98,-5,97,98,0,-6,98,96,-5,99
C=CCn1c(N)c(C(=O)Nc2ccccc2)c2nc3ccccc3nc21,-1,101,3,100,101,1,0,100,99,-2,100
Cc1cc(N)ccc1N=Nc1c(C)n(C)n(-c2ccccc2)c1=O,9,101,0,99,101,3,9,103,100,9,98
O=C(NCc1ccco1)C(=O)NCC1OCCCN1S(=O)(=O)c1ccc(Cl)cc1 (stereo not given),0,99,-2,99,98,-5,1,100,97,-2,100
Cc1[nH][nH]c(=O)c1N=Nc1ccc(Cl)cc1,-8,102,-5,95,91,-4,-3,98,95,-4,97
COc1ccc(C(=O)NNC2=NC(C)(C)Cc3cc(C)c(C)cc32)cc1,-15,98,6,97,97,0,-11,92,97,-10,96
Cc1cc(Cl)ccc1NC(=O)CCC(=O)O,-12,104,-5,101,102,-2,-7,104,99,-6,102
CCSc1nnc(-c2ccccc2NC(C)=O)c(=O)[nH]1,1,101,-4,101,103,0,-1,100,98,1,102
O=C1O/C(=C/C(=O)N2CCOCC2)c2ccccc21,1,102,-3,101,101,0,0,105,100,3,101
CCCN1CCN(S(=O)(=O)c2ccc3c(c2)OCCO3)CC1,3,99,-1,96,99,-2,-1,98,98,2,94
O=c1c2ccccc2c(/C=N/c2ncn[nH]2)c(O)n1Cc1ccccc1,0,96,0,98,94,3,4,93,96,1,96
CCOC(=O)CN1C(=O)C(O)(CC(=O)c2cccc(OC)c2)c2ccccc21 (stereo not given),-2,103,0,104,103,0,2,102,100,-2,104
CCCC(=O)Nc1nnc(CCOC)s1,-1,98,-3,105,105,-2,-2,107,104,0,102
O=C(CCC(=O)NCCCc1ccccc1)NCCCc1ccccc1,1,98,-2,102,102,-1,-2,105,100,-3,102
CCOC(=O)c1cnc(SC)nc1Nc1cccc2ccccc12,-19,99,-19,100,98,-23,-26,101,97,-15,99
CC(C)NC(=O)NCCCCCCS(C)=O (stereo not given),-2,103,-4,98,97,0,-1,98,96,-7,98
Cc1cc(-c2ccccc2)nc(SC(C(=O)O)c2ccccc2)n1 (stereo not given),-1,94,0,98,105,5,0,109,102,1,97

# Reprinted from the part before: 3 compounds, then new ones.
SMILES,Bim-Bfl-1,Rab7 wt modul,Bim-Bcl-XL,HRas wt GTP bind,Cdc42 wt GTP,Bcl-W Bim block,Bcl-B Bim block,Rac1 wt GTP bind,Rac1 mut GTP,Bim-Bcl-2,Rab2A wt mod
CCOC(=O)c1cnc(SC)nc1Nc1cccc2ccccc12,-19,99,-19,100,98,-23,-26,101,97,-15,99
CC(C)NC(=O)NCCCCCCS(C)=O (stereo not given),-2,103,-4,98,97,0,-1,98,96,-7,98
Cc1cc(-c2ccccc2)nc(SC(C(=O)O)c2ccccc2)n1 (stereo not given),-1,94,0,98,105,5,0,109,102,1,97
C/C(=N/Nc1ccc(Cl)cc1)c1cnnc(-c2ccccc2)n1,-3,97,0,95,93,-1,-4,99,95,0,96
CCCCOC(=O)Cn1c(-c2ccccc2)nc2ccccc2c1=O,-1,98,-4,99,99,-4,-4,100,98,1,100
CC1=C(C(=O)NCc2ccco2)C2(CCC(C)CC2)OC1=O (stereo not given),-3,103,-5,99,108,-5,-4,106,102,-1,102
COc1ccc(Cl)cc1C(=O)NNC(=S)NC(=O)c1cc(-c2ccccc2)nc2ccccc12,0,103,-2,100,100,2,2,98,98,0,100
CC(C)(C)NC(=O)Cn1cc(C#N)c2cc(Br)ccc21,-11,102,-3,103,97,3,-6,103,94,-8,97
CC1(C)CC(=O)C2=C(C1)N=c1s/c(=C/c3ccc(F)c(F)c3)c(=O)n1C2c1ccc(F)cc1 (stereo not given),-5,93,-8,94,90,-4,-6,90,90,-1,91
Cc1ccc(CSc2nnc3c(n2)OC2(Nc4ccccc4-3)C(=O)Nc3ccc(F)cc32)cc1 (stereo not given),0,101,0,101,106,1,-1,111,100,0,97
COC(=O)c1ccc(NC(=O)CSc2nnc(-c3ccncc3)n2N)cc1,-6,99,0,98,97,1,-5,102,97,-6,97
Cn1c(=O)c2ncn(CC(=O)NCCOc3ccccc3)c2n(C)c1=O,-11,100,6,99,101,0,-8,101,97,-8,100
COc1ccc2c(c1)OC(O)(C(F)(F)C(F)F)CC2=O (stereo not given),-3,98,-2,97,98,-1,-1,99,98,-3,98
CCOC(=O)CNC(=O)c1cn(C)c(=O)c2cc(OC)c(OC)cc12,-11,101,-4,101,102,0,-5,104,99,-3,101
CC(C)CNC(=O)COc1ncnc2sccc12,-8,106,-6,101,102,-1,-6,102,98,-3,101
O=C(NCC(=O)N(c1ccc2c(c1)OCCO2)C(C(=O)NC1CCCC1)c1ccco1)c1ccco1 (stereo not given),-23,101,-9,100,105,-6,-11,111,100,-14,97
CCn1c(C)nc2cc(C(=O)N/N=C/c3ccc(O)c(O)c3O)ccc21,52*,108,13,98,99,38,9,104,98,34,104
CCOc1ccccc1NC(=O)CCCc1nc2ccccc2c(=O)[nH]1,0,103,0,101,100,2,1,112,101,2,103
COc1ccccc1NS(=O)(=O)c1cc(C(=O)NCc2ccco2)ccc1C,-1,95,2,100,97,3,0,92,94,-3,98
COc1ccc(Cc2nnc(NC(=O)c3cccs3)s2)cc1OC,-5,98,-5,98,96,-1,-8,98,95,-4,96
CCC(=O)Nc1nnc(Cc2ccccc2)s1,0,105,-3,100,101,0,-2,98,97,0,99
O=C(NCCCN1CCOCC1)c1cc(-c2ccc3c(c2)OCO3)nc2ccccc12,-4,97,0,96,100,-2,0,100,95,-2,95
CCOC(=O)C1CCN(C(=O)CN(c2ccc(OC)cc2)S(=O)(=O)c2c(C)nn(C)c2C)CC1,-5,101,-11,101,104,-3,-6,105,98,-1,100
c1ccc(COc2ccc(CN3CCN(c4ccccn4)CC3)cc2)cc1,-10,98,-3,100,101,-2,-4,101,98,-5,100
COc1ccc(/C=C(/NC(=O)c2ccccc2Cl)C(=O)O)cc1,-4,106,-2,100,97,-2,-6,99,96,-1,100
Cc1ccc(C)c(CSc2nnc(CCN)o2)c1,-10,100,-3,102,106,1,-10,108,99,-5,101
COc1ccc(CC(=O)OCC(=O)NC(=O)NC(C)C)cc1,-2,98,0,99,98,-2,0,95,94,0,98

# Pulled by structure from above (three):
SMILES,Bim-Bfl-1,Rab7 wt modul,Bim-Bcl-XL,HRas wt GTP bind,Cdc42 wt GTP,Bcl-W Bim block,Bcl-B Bim block,Rac1 wt GTP bind,Rac1 mut GTP,Bim-Bcl-2,Rab2A wt mod
CCOC(=O)CNC(=O)c1cn(C)c(=O)c2cc(OC)c(OC)cc12,-11,101,-4,101,102,0,-5,104,99,-3,101
Cc1cc(-c2ccccc2)nc(SC(C(=O)O)c2ccccc2)n1 (stereo not given),-1,94,0,98,105,5,0,109,102,1,97
O=C(CCC(=O)NCCCc1ccccc1)NCCCc1ccccc1,1,98,-2,102,102,-1,-2,105,100,-3,102

# The listing continues:
SMILES,Bim-Bfl-1,Rab7 wt modul,Bim-Bcl-XL,HRas wt GTP bind,Cdc42 wt GTP,Bcl-W Bim block,Bcl-B Bim block,Rac1 wt GTP bind,Rac1 mut GTP,Bim-Bcl-2,Rab2A wt mod
CCn1c(COc2ccccc2C)nnc1SCC(=O)Nc1ccc2c(c1)OCCO2,-8,92,-10,95,98,0,-7,95,93,-5,94
Cc1cc2ccccc2nc1SCC(=O)Nc1nc(-c2ccccc2)cs1,0,98,0,101,99,-1,-1,102,97,0,99
O=S(=O)(c1ccc(N2CCOCC2)nc1)N1CCOCC1,-2,99,0,99,101,-2,1,98,98,-5,99
O=C(Nc1ccccc1)C1=C[C@@H](c2coc3ccccc3c2=O)C[C@@H](OCCCCO)O1,-3,97,-3,96,97,0,-1,99,97,-1,95
O=C(CC(SCCO)c1ccc2c(c1)OCO2)c1ccco1 (stereo not given),-16,93,-11,94,94,-2,-12,89,91,-7,92
CC1=C(C(=O)OC(C)(C)C)C(c2cccs2)NC(=O)N1 (stereo not given),0,102,3,97,102,3,5,104,98,2,95
CCCc1cc(=O)[nH]c(SCC(=O)N(C)Cc2ccccc2)n1,-7,102,-2,103,103,0,-4,105,98,-7,103
CC1CCCCN1C(=O)c1cc(F)c(F)cc1Cl (stereo not given),-9,99,-5,98,100,-1,-8,98,100,-6,99
O=C1NCC(COc2cccc3ccccc23)O1 (stereo not given),4,98,-1,96,93,-2,-3,93,92,-2,94
CN(C)S(=O)(=O)Oc1ccccc1C(=O)Nc1ccc(F)cc1,-7,107,3,99,93,-2,-3,98,93,-4,101
CC1(C)CC(=O)C2=C(C1)OC(N)=C(C#N)C2c1ccccc1[N+](=O)[O-] (stereo not given),-7,96,-3,94,98,-2,-5,98,94,-2,97
O=C(NC1CCCc2c1cnn2-c1ccc(F)cc1F)c1cnccn1 (stereo not given),-7,102,-5,98,96,-2,-2,96,92,-3,98
N#Cc1c2c(nc(N)c1-c1ccccc1)CCCCC2,-8,103,-1,94,90,2,-2,91,96,-1,100
Cc1ccc(-c2nnc(SCC(=O)Nc3nc4c(s3)CCCC4)n2C)cc1,0,109,0,107,106,2,1,106,98,6,105
Cc1cccc(C)c1NC(=O)CNc1ncnc2sc(C)c(C)c12,14,102,5,104,102,13,12,102,102,5,107
Cc1cc(C)c([N+](=O)[O-])cc1NC(=O)CCSc1ccccc1Cl,1,99,-2,103,101,0,-2,105,103,-3,101
COc1cc2c(cc1OC)C(c1ccc3c(c1)OCO3)C1=C(CC(C)(C)CC1=O)N2 (stereo not given),-11,99,-4,102,100,0,-8,104,103,-14,99
CC1(C)CC(=O)c2c(n(S(=O)(=O)c3ccccc3)c3ccc(NS(=O)(=O)c4ccccc4)cc23)C1,3,101,0,101,90,-1,-2,105,100,0,99
CC(=O)NCCC(=O)Nc1cccc(S(=O)(=O)N(C)c2ccccc2)c1,-11,99,-7,99,103,-2,-7,105,101,-5,98
Cc1ccccc1NC(=S)NCc1ccc2c(c1)OCO2,-10,95,-3,97,98,-2,-11,94,91,-10,97
Cc1ccc(Cc2cnc(N3C(=N)SC(C)C3=O)s2)cc1 (stereo not given),-4,104,-5,95,97,-1,-5,94,90,-4,97
CCOC(=O)C(=O)Nc1ccc([N+](=O)[O-])cc1OC,0,100,-3,99,101,-2,-5,102,99,0,96
